SR-BI uptake up – activators of SR-BI mediated HDL lipid uptake | CHO ldlA[mSR-BI] cells, DiI-HDL uptake fluorescence, 3 h; 100 = double the neutral-control signal | activation, % at 12.5 µM | 320,000 compounds, 0.096% hits | AID 504775;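 active = mean replicate activation of at least 60% and every replicate at or above 60%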;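 note: 0% = median plate neutral-control signal and 100% = twice that signal; values of inactives mirror those of a sister screen read the other way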
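material = CHO ldlA[mSR-BI] cells | medium = Ham's F12 with 0.5% BSA, HEPES 25 mM, pH 7.4 | reagent = fluorescent DiI-HDL, 10 µg/mL final | compound dosing = single-point compound dose | incubation = 3 h, 37 °C | measured by = bottom-read fluorescence, 550/595 nm | measure = HDL uptake via cellular fluorescence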
RTF Ca sens act – increases calcium sensitivity of human cardiac regulated thin filaments; P19429+P45379; IANBD-labeled TnC RTF fluorescence at EC20 calcium; 0% EC20 calcium, 100% full calcium; activation, % at 7.2 µM; 340,000 compounds, 0.24% hits; AID 493008;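 active = activation above the mean over all tested compounds plus 3 SD, cut at about 30% in these data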;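 note: rise in fluorescence read as greater calcium sensitivity of cardiac thin filaments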
DAGLB inhibitor – diacylglycerol lipase beta (human) inhibition; 340,000 compounds, 0.059% hits; AID 504411; inhibition, % at 5.17 µM; HEK293T DAGLB membrane lysate, EnzChek fluorogenic substrate; Q8NCG7; in the data active = inhibition above about 34%;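 note: 0% = enzyme with vehicle and 100% = wells lacking enzyme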
Target sequence (Q8NCG7 whole entry, looked up): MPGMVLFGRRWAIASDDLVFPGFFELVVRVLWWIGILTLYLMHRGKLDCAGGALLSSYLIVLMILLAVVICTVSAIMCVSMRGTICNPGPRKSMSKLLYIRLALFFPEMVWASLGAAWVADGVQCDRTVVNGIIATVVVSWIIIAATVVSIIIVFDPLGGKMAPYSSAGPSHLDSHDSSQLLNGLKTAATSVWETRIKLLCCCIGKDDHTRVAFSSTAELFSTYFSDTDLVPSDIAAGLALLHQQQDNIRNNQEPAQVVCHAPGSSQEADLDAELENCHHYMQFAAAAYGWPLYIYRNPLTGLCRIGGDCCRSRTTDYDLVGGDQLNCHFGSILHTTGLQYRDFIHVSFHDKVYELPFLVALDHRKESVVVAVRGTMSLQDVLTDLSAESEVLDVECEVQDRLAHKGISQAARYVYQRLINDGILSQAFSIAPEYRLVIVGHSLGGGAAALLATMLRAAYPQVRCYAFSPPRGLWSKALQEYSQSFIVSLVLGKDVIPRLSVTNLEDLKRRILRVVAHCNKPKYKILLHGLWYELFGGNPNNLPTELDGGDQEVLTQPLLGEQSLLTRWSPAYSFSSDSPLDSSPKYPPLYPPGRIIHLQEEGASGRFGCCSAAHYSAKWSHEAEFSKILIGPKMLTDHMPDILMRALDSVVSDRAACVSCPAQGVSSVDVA
LANA DNA inh – blocks KSHV LANA C-terminal domain binding to DNA; inhibition, % at 9 µM; MBP-C-LANA/FAM-LBS DNA binding, fluorescence polarization; 340,000 compounds, 0.078% hits; AID 504423;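 active = highest replicate inhibition at or above 60% at 9 µM, even if other replicates fall short; inactive = all replicates below 60% inhibition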;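 note: 0% = neutral control wells and 100% = 4 µM acridine orange control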
CAL PDZ FP-1 – CAL PDZ (human) peptide binding inhibition | Q9HD26 | purified CAL PDZ, TMR-peptide fluorescence polarization, 1 h | 300,000 compounds, 0.92% hits | AID 602252 | inhibition, % at 24.9 µM;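 active = mean inhibition of at least 30% with at least half of replicates also reaching 30%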;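 note: 0% = DMSO neutral control and 100% = excess unlabeled competitor peptide PRC23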
RTF Ca sens inh – cardiac RTF calcium desensitization. IANBD-labeled cardiac RTF, Ca2+ fluorescence. P19429+P45379. 340,000 compounds, 0.12% hits. inhibition, % at 7.15 µM;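 active = inhibition above the mean inhibition of all tested compounds plus 3 SD, cut at about 17% in these data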;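 note: assay run at fixed EC70 calcium of 1.6 mM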
Rtt109 HAT inh – C. albicans Rtt109 histone acetyltransferase inhibition | Q5AAJ8 | purified Rtt109/Vps75, ThioGlo CoA-SH fluorescence, 4 h | inhibition, % at 34.9 µM | 330,000 compounds, 0.16% hits | AID 540336;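 active = inhibition of at least 50% in every replicate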
Target sequence (Q5AAJ8 whole entry, looked up): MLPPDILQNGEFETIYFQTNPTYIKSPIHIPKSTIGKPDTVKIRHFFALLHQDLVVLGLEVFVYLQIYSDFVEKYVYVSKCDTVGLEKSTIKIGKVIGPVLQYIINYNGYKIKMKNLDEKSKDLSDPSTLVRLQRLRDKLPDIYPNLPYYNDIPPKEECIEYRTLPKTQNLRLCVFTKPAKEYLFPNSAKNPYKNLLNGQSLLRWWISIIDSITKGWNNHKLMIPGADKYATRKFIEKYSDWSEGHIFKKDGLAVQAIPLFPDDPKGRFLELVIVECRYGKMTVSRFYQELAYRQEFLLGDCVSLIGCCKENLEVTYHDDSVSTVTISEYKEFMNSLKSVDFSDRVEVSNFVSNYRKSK
CAL PDZ FP-2 – human CAL PDZ-peptide interaction inhibition; Q9HD26; purified CAL PDZ, TMR-peptide fluorescence polarization, 1 h; inhibition, % at 20 µM; 330,000 compounds, 0.02% hits; AID 504414;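 active = highest replicate inhibition of at least 40%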;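 note: plate controls were DMSO neutral control wells for no effect and unlabeled competitor peptide control wells for full effect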
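Control set: unlabelled peptide and DMSO controls / Material: purified CerCALP PDZ construct / Timing: 1 h incubation at room temperature before polarization reading / Doses: 20 µM, one dose / Detection: fluorescence polarization (mP)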
Keap1 Nrf2 FP – disrupts human Keap1 binding to Nrf2 peptide; 340,000 compounds, 0.15% hits; inhibition, % at 9.4 µM; Q14145; Keap1 Kelch-Nrf2 peptide fluorescence polarization, 1536-well; AID 504523; in the data active = inhibition above about 12%;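 note: human Keap1 Kelch domain with fluorescein labeled Nrf2 9mer peptide probe; 0% = neutral control wells and 100% = peptide positive control; higher means more block of Keap1 binding to Nrf2 peptide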
PKA-R2B activ – PKA-R2B complex activation | P22694+P31323 | PKA-R2B holoenzyme dissociation, Cy5-IP20 fluorescence polarization; R2B truncated from residue 108, S112A mutant; 0% DMSO only, 100% 113 µM cGMP | activation, % at 11.4 µM | 340,000 compounds, 0.079% hits;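 active = activation above a cutoff set at the mean over all compounds plus 3 SD, cut at about 18% in these data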;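 note: higher means more holoenzyme dissociation and a rise in polarization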
* = called active by the depositor; . = no result given. Outcome played no part in choosing rows; about 1.6% have a hit in one of these screens.

Start of the listing, in advance (two entries):
SMILES | SR-BI uptake up | RTF Ca sens act | DAGLB inhibitor | LANA DNA inh | CAL PDZ FP-1 | RTF Ca sens inh | Rtt109 HAT inh | CAL PDZ FP-2 | Keap1 Nrf2 FP | PKA-R2B activ
Cc1ccc2c(c1)nnn2C1CCN(CC(=O)NCCc2nc3ccccc3[nH]2)CC1 | 4 | -1 | 0 | -0.7 | 0 | -6 | . | -3.7 | -4 | -7
O=C(NCc1ccncc1)C(=O)N/N=C/c1ccc(OCc2ccccc2)cc1 | -23 | 4 | -2 | 1.5 | 3 | -6 | -5 | -0.4 | -6 | -7

The listing (from the top)
SMILES | SR-BI uptake up | RTF Ca sens act | DAGLB inhibitor | LANA DNA inh | CAL PDZ FP-1 | RTF Ca sens inh | Rtt109 HAT inh | CAL PDZ FP-2 | Keap1 Nrf2 FP | PKA-R2B activ
Cc1ccc2c(c1)nnn2C1CCN(CC(=O)NCCc2nc3ccccc3[nH]2)CC1 | 4 | -1 | 0 | -0.7 | 0 | -6 | . | -3.7 | -4 | -7
O=C(NCc1ccncc1)C(=O)N/N=C/c1ccc(OCc2ccccc2)cc1 | -23 | 4 | -2 | 1.5 | 3 | -6 | -5 | -0.4 | -6 | -7
Cc1cc(O)c(NC(=O)c2ccc(Br)o2)cc1C | -3 | -4 | 0 | -1.2 | . | -4 | 3 | -1.3 | 6 | -3
CCOC(=O)N1CCC(N2C(=O)c3ccccc3C2Nc2ccccc2)CC1 (stereo not drawn) | -4 | -4 | -1 | -1.9 | . | 2 | 4 | -1.0 | 5 | 13
Cc1cc(C)n(CC(=O)N/N=C/c2ccc([N+](=O)[O-])s2)n1 | 4 | . | . | -0.4 | 4 | . | -3 | -0.3 | -3 | .
O=C(Nc1c2c(nn1-c1ccccc1)CS(=O)(=O)C2)c1ccc2c(c1)OCO2 | 15 | -6 | 2 | 0.7 | -5 | 3 | -5 | -2.1 | -5 | -9
COc1ccccc1C(=O)NC(CCSC)C(=O)NC1CC1 (stereo not drawn) | 22 | 2 | 0 | -1.7 | 62* | 1 | -8 | -2.0 | -1 | -5
CC1CCCC(C)N1C(=O)CSc1nnc(NC(=O)Cc2cccs2)s1 (stereo not drawn) | 6 | 0 | -1 | 0.0 | . | -6 | -1 | -1.3 | 0 | 6
O=C(Nc1ccccc1C(F)(F)F)c1cc(-c2ccccc2O)on1 | -11 | -6 | -5 | 0.7 | . | 3 | -12 | 0.3 | -2 | 7
C/C(=N\NC(=O)c1ccc2ccccc2c1)c1cccs1 | -5 | -4 | -4 | 0.1 | 9 | -5 | -10 | -1.9 | -3 | -5
COc1ccc(/C=N/NC(=O)Cc2csc(Nc3cccc(C(F)(F)F)c3)n2)cc1C | . | 5 | -2 | -0.5 | -2 | 4 | 33 | -1.6 | -1 | 4
CCOC(=O)c1cc(-c2csc(-c3ccc(C(C)(C)C)cc3)n2)on1 | 5 | 0 | -22 | -0.6 | 3 | 1 | 1 | 1.4 | -3 | 8
CC1CC(C)CN(C(=S)SCc2nc(N)nc(Nc3ccccc3)n2)C1 (stereo not drawn) | -2 | -5 | -2 | -1.3 | -7 | -3 | -1 | -1.0 | -4 | -10
Cc1ccc(C)c2[nH]c(=O)c(CN(Cc3nnnn3C3CCCCC3)CC3CCCO3)cc12 (stereo not drawn) | 8 | 3 | 3 | 2.5 | 0 | 0 | 15 | -3.1 | -9 | 5
CC(C)(C)n1nc2c(c1NC(=O)Cc1ccc(F)cc1)CS(=O)(=O)C2 | 25 | -4 | 0 | -1.3 | -1 | 4 | -15 | -0.5 | 3 | -8
O=C(NCCc1ccccc1)c1ccc2nc(-c3ccco3)c(-c3ccco3)nc2c1 | -6 | -9 | 10 | -0.3 | -6 | 3 | 7 | -2.1 | 3 | -2
Cc1ccc(C2CCN(C(=O)Nc3ccc(F)cc3)C2)cc1 (stereo not drawn) | -7 | 0 | -5 | -0.8 | 2 | 4 | 11 | -0.2 | -4 | -6
COc1ccc(Cc2c(O)nc(SCC(=O)NC(C)(C)C)[nH]c2=O)cc1 | 8 | 3 | 0 | 0.3 | -3 | -4 | -3 | -0.9 | -1 | 11
CCOC(=O)/C(C#N)=C\c1ccc(N2CCN(C)CC2)cc1 | 4 | -2 | 2 | -2.3 | 2 | -4 | 0 | -1.0 | 1 | 0
COc1cc(C2NC(=O)NC(C)=C2C(C)=O)cc(OC)c1OC (stereo not drawn) | 31 | 12 | -1 | -0.7 | 1 | -17 | 3 | -1.3 | 1 | 2
COc1ccc(C2=NOC(C(=O)NCc3ccco3)C2)cc1 (stereo not drawn) | 10 | 2 | 1 | 0.2 | . | 2 | -1 | -2.4 | -1 | -3
CCOC(=O)c1cccc(N2C(=O)C3C(C(=O)NC4CC4)C4(C)C=CC3(O4)C2C(=O)NC(C)(C)C)c1 (stereo not drawn) | 10 | 5 | -1 | -0.4 | 1 | 4 | 3 | -1.1 | -5 | 1
CCc1ccccc1NC(=O)CCc1nc(-c2ccc(C)cc2)no1 | 15 | 1 | -5 | -0.4 | 4 | 3 | 0 | 0.9 | -4 | 6
COc1ccc(C2Nc3ccccc3C(=O)N2NS(=O)(=O)c2ccccc2)cc1OC (stereo not drawn) | -4 | 0 | 3 | -0.1 | -2 | -4 | -14 | -0.7 | 1 | 2
COc1cc(/C=N/NC(=O)Cn2cnc3c2c(=O)n(C)c(=O)n3C)ccc1O | 28 | 4 | 1 | -4.0 | -2 | -6 | -1 | -0.3 | -3 | -4
CCCn1c(C(C)Nc2nc(-c3ccc(C)cc3)cs2)nc2cc(Cl)c(Cl)cc21 (stereo not drawn) | 0 | -2 | -2 | 0.9 | 2 | -10 | -11 | 0.4 | 0 | -14
CCC(=O)Nc1ccc(N2CCN(C(=O)c3ccco3)CC2)c(Cl)c1 | -14 | 5 | 2 | -0.9 | 1 | -3 | 0 | -3.1 | -1 | 7
O=C(CC(SCCO)c1ccc2c(c1)OCO2)c1cccs1 (stereo not drawn) | -14 | 1 | -2 | -0.8 | . | -6 | -44 | -4.6 | 1 | -1
COC(=O)CNC(=O)CSc1nc(N)cc(=O)[nH]1 | 15 | -6 | 1 | 0.2 | 2 | 0 | . | -0.7 | -1 | -2
COc1cc(C(=O)Nc2ccc(-n3cnnn3)c(C)c2)cc(OC)c1OC | -60 | 3 | -2 | 1.9 | -1 | -1 | . | -2.3 | -8 | -13
COc1ccccc1Nc1nc(NCC(C)C)nc(N)c1[N+](=O)[O-] | -53 | -2 | -4 | 1.7 | -4 | -4 | 0 | 0.0 | 0 | -12
COc1ccc(NC(=O)N(C)C[C@H]2Oc3ccc(NC(=O)Cn4cnnn4)cc3C(=O)N([C@H](C)CO)C[C@@H]2C)cc1 | 4 | 1 | 1 | 0.7 | -4 | -4 | -11 | -0.9 | 1 | 4
CN/N=C(\Cc1nc2ccccc2[nH]1)c1ccc([N+](=O)[O-])cc1 | -66 | 11 | 5 | -0.4 | . | -12 | -6 | -0.4 | 0 | -14
CC(=O)c1ccc(Sc2ccccc2)cc1 | 2 | -4 | -4 | 2.8 | . | -3 | -4 | 0.0 | -2 | -1
COc1ccccc1NC(=O)C1C2C=CC3(CN(Cc4cccnc4)C(=O)C13)O2 (stereo not drawn) | 13 | 6 | 1 | 1.0 | . | -10 | -13 | -1.4 | -5 | 13
COc1ccccc1N(C)S(=O)(=O)c1ccc(Cl)c(C(=O)NCc2ccco2)c1 | -4 | -2 | 0 | 0.2 | . | 6 | -6 | -0.4 | 3 | 2
Cc1cc(NC(=O)CCC(=O)N(C(C(=O)NC(C)(C)C)c2ccccc2Cl)C(C)(C)C)no1 (stereo not drawn) | . | -2 | 2 | 0.7 | -5 | -24 | 3 | -1.5 | 1 | -12
CCS(=O)(=O)NCCc1csc(-c2ccc(OC)c(OC)c2)n1 | 6 | -3 | -2 | -0.3 | -4 | -9 | 7 | -0.8 | -2 | -12
CCC(C)[C@H](NC(=O)OC(C)(C)C)C(=O)N/N=C/c1ccc2nccnc2c1 (stereo partly drawn) | -6 | -5 | 1 | 0.6 | 1 | 4 | 1 | 0.0 | -4 | -10
C=CCc1cccc2cc(C(=O)N3CCN(C(=O)c4ccco4)CC3)c(=O)oc12 | 19 | 1 | 4 | 1.9 | -2 | -16 | -13 | -0.6 | -3 | 4
Cn1nccc1NC(=O)CSCC(=O)O | 20 | -1 | 0 | -0.9 | -1 | 5 | 4 | 0.7 | -4 | -2
COc1ccc(-n2c(-c3cccc(C)c3[N+](=O)[O-])n[nH]c2=S)cc1 | 13 | 6 | 0 | -0.6 | . | 2 | 10 | -1.0 | -2 | -5
COc1ccccc1OCCCn1c(=O)oc2ccccc21 | 6 | 1 | 1 | 0.2 | -2 | -4 | -8 | -0.7 | 0 | -4
Cc1ccc(C(=O)C(C)OC(=O)c2cc(=O)[nH]c3ccccc23)cc1 (stereo not drawn) | -33 | 6 | 2 | -0.5 | 0 | 8 | 4 | -3.6 | -3 | 1
CNc1nc(N)c([N+](=O)[O-])c(N2CCCCCC2)n1 | 0 | 5 | -1 | 0.2 | -3 | -5 | . | -2.9 | -1 | -8
O=C1C2C(C(=O)N1c1ccc3c(c1)OCO3)C1C=CC2C12CC2 (stereo not drawn) | 4 | 2 | -3 | -0.1 | -1 | -10 | -3 | -2.1 | -3 | -10
COc1cccc(C2CC(C(F)(F)F)n3nc(C(=O)NCc4cccnc4)cc3N2)c1 (stereo not drawn) | -14 | 4 | -2 | 0.5 | 0 | 7 | . | -1.7 | -2 | 8
COc1ccc(N(C)C(=O)C2CCCN2S(=O)(=O)c2cccc3nsnc23)cc1 (stereo not drawn) | 6 | -4 | -1 | 1.5 | -6 | -13 | 2 | 0.1 | -2 | -1
Cc1ccc2c(n1)CC(C)(C)CC2=O | 32 | 5 | -2 | 0.3 | 19 | 3 | -12 | -0.2 | -4 | 3
CN(C)c1ccc(-c2nnn(CC(=O)Nc3ccc4c(c3)OCCO4)n2)cc1 | 7 | 6 | -1 | 0.4 | -3 | -16 | 3 | -2.0 | -3 | 1
Cc1cc(-n2nc(C)cc2C)n2nc(C)c(-c3ccccc3)c2n1 | 10 | 2 | -5 | -0.1 | 1 | -5 | 8 | 0.4 | -5 | -14
CCOc1ccccc1N1CCN(C(=S)NCc2ccccc2)CC1 | -31 | -6 | 2 | -1.8 | -2 | 6 | 9 | 0.0 | . | -3
O=C1c2cccc3cccc(c23)C(=O)N1CC1CCN(CC(O)COc2ccc3ccccc3c2)CC1 (stereo not drawn) | -67 | 7 | 3 | -16 | -7 | -7 | 9 | -2.4 | 0 | -19

Compound activity deposited in PubChem by several laboratories.
